ALOX15B inhib: 15-hLO-2 (ALOX15B) enzyme inhibition; 110,000 tested, 0.56% active; purified 15hLO-2, xylenol orange hydroperoxide absorbance; Potency, µM (series often up to 57.1 µM), for inactives: at the highest dose activity change, negative = inhibition, usual class: inhibitors; further: potency means the concentration at half of the fitted maximal effect; nearly all actives have a fitted effect of over 60% in size; many of its hits are not listed in these tables
Target sequence (O15296 whole entry, looked up): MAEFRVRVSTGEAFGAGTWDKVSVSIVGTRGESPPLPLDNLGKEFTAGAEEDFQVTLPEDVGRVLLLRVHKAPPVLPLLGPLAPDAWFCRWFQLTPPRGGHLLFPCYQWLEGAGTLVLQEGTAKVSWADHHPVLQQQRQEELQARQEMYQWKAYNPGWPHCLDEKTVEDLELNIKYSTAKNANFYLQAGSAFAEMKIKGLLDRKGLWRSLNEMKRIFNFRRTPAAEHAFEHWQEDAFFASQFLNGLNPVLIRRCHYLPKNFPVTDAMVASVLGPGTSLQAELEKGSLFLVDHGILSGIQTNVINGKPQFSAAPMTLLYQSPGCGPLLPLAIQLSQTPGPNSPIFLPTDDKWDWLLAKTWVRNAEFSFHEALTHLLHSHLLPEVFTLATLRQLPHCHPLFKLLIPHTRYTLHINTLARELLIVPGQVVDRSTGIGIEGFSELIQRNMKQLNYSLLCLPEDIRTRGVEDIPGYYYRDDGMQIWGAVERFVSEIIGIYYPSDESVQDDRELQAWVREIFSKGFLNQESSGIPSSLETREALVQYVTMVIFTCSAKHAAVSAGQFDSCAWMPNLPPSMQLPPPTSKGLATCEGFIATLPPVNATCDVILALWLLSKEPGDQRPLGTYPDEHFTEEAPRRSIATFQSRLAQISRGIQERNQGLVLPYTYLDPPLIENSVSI
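Purified human 15hLO-2 (50 nM final) preincubated with compounds 15 min at room temperature in 25 mM Hepes pH 7.5, 0.01% Triton X-100, then 45 uM arachidonic acid added for 90 min; hydroperoxide detected via ferrous/xylenol orange, 573/405 nm absorbance ratio.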
ALOX12 inhib: inhibitors of human 12-lipoxygenase (ALOX12); P18054; purified 12-hLO, xylenol orange hydroperoxide absorbance; Potency, µM (highest dose often 57.1 µM), for the others: at the highest dose activity change, negative = inhibition, most hits filed as inhibitors; 150,000 tested, 0.12% active; further: potency means the concentration at half of the fitted maximal effect; nearly all actives have a fitted effect of over 55% in size; many of its hits are not listed in these tables
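Hydroperoxide output read as Fe(III)-xylenol orange absorbance, 573-to-405 nm ratio, after 30 min reaction with 40 uM arachidonic acid. Enzyme: 150 nM purified human 12hLO, 15 min compound preincubation; 25 mM Hepes pH 7.0, room temperature.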
IMPase cell inh: IMPase inhibition in cells; CHO-M1 cells, IP1 accumulation, HTRF TR-FRET ratio; AID 901; inhibition (IP1 accumulation), % at 46.1 µM; P97697; 120,000 tested, under 10 active; active means well fitted curve in the direction sought with a large enough effect in the signal ratio, not every such curve was filed as active; inconclusive means small, poorly fitted or top-dose-only effect, or a change in a side signal; inactive means no such curve, though single readings can be large or run the other way; the % refers to the signal ratio;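 further: cells stimulated with carbachol in lithium chloride buffer; plate controls were DMSO basal wells for no effect and reference inhibitor wells for full effect; higher means more IMPase inhibition seen as more IP1 and lower FRET ratio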
Target sequence (P97697 whole entry, looked up): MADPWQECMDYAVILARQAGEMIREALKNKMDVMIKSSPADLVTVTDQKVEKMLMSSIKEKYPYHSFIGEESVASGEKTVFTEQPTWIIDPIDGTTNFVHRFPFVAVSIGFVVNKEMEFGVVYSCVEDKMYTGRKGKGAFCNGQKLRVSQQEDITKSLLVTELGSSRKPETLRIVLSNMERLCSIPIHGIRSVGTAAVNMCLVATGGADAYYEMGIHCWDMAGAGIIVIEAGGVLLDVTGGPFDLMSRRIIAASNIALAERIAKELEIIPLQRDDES
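CHO-M1, 2000 cells/well, cultured 16–30 h; cpd up to 46 uM; carbachol (50 uM solution, stimulation buffer w/ 50 mM LiCl, pH 7.4), 30 min 37C; IP-One TR-FRET, 10 min RT; Ex 320/Em 665, 620; Hill-fit AC50.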
PNC inhibitor: inhibitors of perinucleolar compartment assembly. PC3M PTB-GFP, PNC prevalence imaging, 16 h; active compounds read low. activity change (PNC), negative = inhibition, % at 10 µM. 140,000 tested, 3.1% active;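 active means readout at or below -70, meaning at least 70% loss of cells showing the perinucleolar compartment, a nuclear body marking cancer cells; inconclusive means readout between -30 and a set limit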;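 further: plate controls were DMSO wells for no effect and camptothecin positive control wells for full effect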
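Read-out is percentage of cells bearing a perinucleolar compartment, from automated 20x imaging of fixed, Hoechst-stained PC3M PTB-GFP cells. Cells were seeded 4 h, then exposed 16 h to compound (23 nl of library stock) in duplicate plates.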
* marks the source's active call; other numbers are inactive results; ? = inconclusive; . = not tested or not shown; [ ] = another dose, or the depositor's remark. Unless noted, the call rests on the fitted dose curve; in most records, active means well fitted curve in the direction sought with a large enough effect; inconclusive means small, poorly fitted or top-dose-only effect, or another doubt; inactive means no such curve, though single readings can be large; an effect the other way counts as inactive or inconclusive. Unless noted, on the % scale 0 is the no-effect control and ±100 the full control effect.

SMILES | ALOX15B inhib | ALOX12 inhib | IMPase cell inh | PNC inhibitor
O=C(Nc1ccccc1N1CCN(C(=O)c2ccccc2)CC1)c1ccc2c(c1)OCO2 | -13% | -13% | -8 | 27
Cc1ccc(S(=O)(=O)C2(C(=O)N(C)C3CCCCC3)CC2)cc1 | 8% | 1% | 7 | 99
COc1cc(/C=N/Nc2ccccc2)ccc1OC(=O)c1cccs1 | . | -15% | 0 | 7
O=C(CSc1ncnc2c1cnn2-c1ccc(Cl)cc1)NCc1ccc2c(c1)OCO2 | . | -2% | . | 36
O=[N+]([O-])c1ccccc1CNC(Cc1ccccc1)c1ccccc1 (stereo not drawn) | 40%[activator] | -6% | -5 | ?
COc1ccc(OC)c(-n2c(SCC(=O)NCc3ccco3)nnc2-c2c[nH]c3ccccc23)c1 | -8% | 2% | 6 | 6
COc1cccc2cc(C(=O)N3CCc4ccccc4C3)c(=O)oc12 | 9% | 1% | 6 | ?
COc1cc(S(=O)(=O)NCCc2ccc3c(c2)OCO3)ccc1-n1cnnn1 | -5% | -4% | -13 | -28
N#Cc1cccc(-c2nc3cnc(Nc4ccccc4)nc3n(C[C@H]3CCCO3)c2=O)c1 | -1% | 0% | . | .
COc1cc(/C=N/NC(=O)c2sc(N)c(C#N)c2C)cc(Br)c1O | -12% | -14% | 12 | -2
c1cnc(SCCOc2ccc3c(c2)CCC3)nc1 | 11% | 7% | 0 | -29
CC(Sc1ncnc2ccccc12)C(=O)Nc1ccc2c(c1)OCCO2 (stereo not drawn) | . | -4% | 0 | -10
CN1CCN(NC(=O)c2cccc(F)c2)CC1 | -7% | 7% | 3 | 20
CC(C)c1nnc(NC(=O)CCC(=O)NCc2ccco2)s1 | 4% | 0% | -10 | -14
COc1ccc(CCNC(=O)c2cc(-c3cc(C)ccc3O)n[nH]2)cc1OC | 0% | -18% | 13 | ?
O=C1c2ccccc2C(Nc2ccc(S(=O)(=O)N3CCOCC3)cc2)N1Cc1ccco1 (stereo not drawn) | -6% | 1% | 3 | ?
O=c1[nH]c2ccsc2c(=O)n1-c1ccc(F)cc1 | -2% | -4% | ? | ?
O=C(c1cc2ccccc2oc1=O)N1CCN(C(=O)C2CCCO2)CC1 (stereo not drawn) | 5%[11.4 µM] | 7% | -13[1.84 µM] | -12
O=C(Nc1ccc(N2CCOCC2)c(F)c1)c1ccncc1 | -2% | 2% | 4 | -1
CC1CN(C(=O)COC(=O)[C@@H]2CC(O)CN2S(=O)(=O)c2ccc3c(c2)OCCO3)CC(C)O1 (stereo partly drawn) | . | -1% | 10 | 11
COc1ccc(-c2onc(C)c2-c2ccccc2)c(O)c1 | -4% | 3% | -8 | -29
Cc1onc(-c2ccccc2)c1C(=O)N/N=C/c1cccc(O)c1 | . | -8% | . | ?
CCOC(=O)COc1cccc2c(=O)n(CC(=O)N3CCCc4ccccc43)ccc12 | 5% | 0% | -8 | -22
COc1ccc2[nH]c3ccc(OC)cc3c2c1 | -17% | -10% | -12 | 16
Cc1cc(Oc2ccccc2)nc(N)n1 | -3% | 0% | 5 | 8
CCCCCn1c(=O)[nH]c2cc(C(=O)N3CCN(CC)CC3)ccc2c1=O | 10% | 7% | 7 | 31
COc1ccc(C(=O)/C=C/Nc2cc(C)on2)cc1 | 0% | -1% | -4 | 2
CN1CCN(C(c2cccc(C(F)(F)F)c2)c2nnnn2C(C)(C)C)CC1 (stereo not drawn) | 13% | 12% | -1 | ?
Cc1ccc(-c2ccc(/C=N/NC(=S)Nc3ccccc3)o2)cc1[N+](=O)[O-] | ? | ? | -1 | 34
N#CC(c1nc2ccccc2nc1N1CCCC1)S(=O)(=O)c1ccccc1 (stereo not drawn) | ? | -10% | 2 | -30
O=C(c1ccccc1F)N1CCN(c2ncccn2)CC1 | 17% | 10% | 1 | 126
C=CCN1C(=O)S/C(=C\c2ccc(N3CCOCC3)cc2C)C1=O | -3% | -6% | 9 | 4
Cn1c(Cn2c(=O)sc3ccccc32)nnc1SCC(=O)Nc1ccccc1F | . | 0% | -11 | -5
CC1C=CCC2C(=O)N(c3ccc(Cl)cc3O)C(=O)C12 (stereo not drawn) | . | -2% | . | ?
O=C(Nc1ccccc1)N(CCCN1CCOCC1)Cc1cccs1 | -8% | -2% | -5 | 21
COc1cc2[nH]c(=O)n(Cc3ccc(C(=O)NCC4CCCO4)cc3)c(=O)c2cc1OC (stereo not drawn) | -5% | -3% | -17 | -3
Cc1ccccc1NC(=S)NCc1ccco1 | . | 1% | . | 1
Cn1c(=O)c2c(nc(CN3CCc4ccccc4C3)n2Cc2ccccc2F)n(C)c1=O | -2% | -4% | -9 | ?
CCCOc1ccc(Cn2c(=O)oc3ccc(C)cc32)cc1OC | . | -1% | 1 | ?
Cc1ccccc1-n1nnnc1SCc1ncc(-c2ccccc2)o1 | -3% | -19% | 6 | -23

Compound profiles, from the list above. Values in the order: ALOX15B inhib	ALOX12 inhib	IMPase cell inh	PNC inhibitor
Cc1cc(Oc2ccccc2)nc(N)n1 reads -3%	0%	5	8
O=C(CSc1ncnc2c1cnn2-c1ccc(Cl)cc1)NCc1ccc2c(c1)OCO2 reads .	-2%	.	36

Next records.
SMILES | ALOX15B inhib | ALOX12 inhib | IMPase cell inh | PNC inhibitor
CN1C(=O)c2cccc3c(Cl)ccc(c23)C1=O | 7% | 1% | -4 | 10
O=C(c1ccccc1)c1ccc(N2CCCC2)cc1 | -12% | -10% | 1 | 24
COC(=O)c1ccccc1NC(=O)c1cc2nc(C3CC3)cc(C(F)(F)F)n2n1 | -4% | 1% | ? | 12
COCCNC(=O)NC(=O)COC(=O)c1cc([N+](=O)[O-])ccc1Sc1nc(C)cs1 | -1% | -12% | 2 | -28
CNC(=O)C1Cc2ccccc2CN1S(=O)(=O)c1cccs1 (stereo not drawn) | . | -2% | . | 4
COc1ccccc1OCc1ccc(C(=O)N(C)C)o1 | -9% | 3% | 11 | -15
Cc1ccc(CN(CC2CCCO2)C(=O)CN2C(=O)C(C(C)C)Oc3ccccc32)o1 (stereo not drawn) | -8% | -4% | -1 | ?
COC(=O)c1c(NC(=O)c2ccco2)sc2c1C(C(=O)OC)CC2 (stereo not drawn) | -3% | 2% | 17 | ?
O=C(Cn1c(=O)sc2ccccc21)Nc1ccc(S(=O)(=O)N2CCCCC2)cc1 | . | -5% | 4 | -10
COC(=O)c1cc2occc2n1Cc1nc(-c2cccc(Cl)c2)oc1C | . | -4% | . | 40
CCNC(=O)COC(=O)C1CCC(=O)N(c2ccc(OC)cc2)C1c1ccc(OC)cc1 (stereo not drawn) | 4% | -2% | -4 | 38
COC(=O)c1ccc(Cl)c(NC(=O)NC23CC4CC(CC(C4)C2)C3)c1 | 5% | -2% | 3 | 12
O=C(c1cc(C(=O)NCCc2ccccc2)c(=O)n(CCc2ccccc2)c1)c1cc(Cl)ccc1O | . | 3% | . | -30
Cc1c(Br)c(C(=O)N2CCc3ccccc32)nn1C | . | -1% | . | -29
O=CC(O)C(O)C(O)C(O)CO (stereo not drawn) | -7%[0.0915 µM] | 1%[0.00818 µM] | . | .
CC(=O)Nc1ccc(-c2csc(NC(=O)c3ccc(C)o3)n2)cc1 | -3% | 0% | -8 | -3
O=S(=O)(c1ccc(Cl)s1)N1CCCc2cccc(O)c21 | -12% | -6% | 8 | -4
Cc1nc2ccccc2nc1OCC(=O)Nc1cc(C(F)(F)F)ccc1N1CCOCC1 | 1% | -2% | 1 | ?
COc1ccc(OCC(=O)O/N=C(\N)Cc2ccc(Cl)cc2)cc1 | 5% | -7% | 9 | -23
Cn1c(=O)oc2cc(S(=O)(=O)NCCN3CCCCCC3)ccc21 | 13% | 2% | 10 | 107
Cc1nn(-c2ccccc2)c2nc(C(F)(F)F)[nH]c(=O)c12 | . | 6% | -7 | -26
CS(=O)(=O)c1ccc(N2CCOCC2)c(S(C)(=O)=O)c1 | -3% | 5% | 15 | -107*
O=C(CC1(C(=O)O)CCCC1)N1CCOCC1 | -3% | -5% | 1 | 3
COc1ccc(C(=O)Oc2ccc(F)cc2C(=O)/C=C/c2ccc(OC)c(OC)c2)cc1 | . | -5% | . | 110
Cc1ccc(-c2nnn(CCC(=O)NC3CCCC3)n2)cc1 | -5% | -2% | 0 | -3
O=C(COC(=O)c1ccccc1F)c1ccc(-n2nncc2-c2ccco2)cc1 | -9% | 2% | 11 | -26
Cc1cc(NC(=O)Cn2nc3c(cc2=O)CCCC3)ccc1Br | -5% | -9% | -1 | ?
Oc1ccc(Cl)cc1C=Nc1cnc2ccccc2c1 | -6%[11.4 µM] | -2%[11.4 µM] | . | .
O=c1oc2c3c(nn2c2ccccc12)CCCC3 | 0% | -3% | 5 | 5
Cc1cc(C)cc(N2C(=O)CC(N(C(=O)c3ccco3)c3cc(C)cc(C)c3)C2=O)c1 (stereo not drawn) | 3% | 2% | 5 | -26
COc1cccc(-n2nnnc2SCC(=O)N2CCCc3ccccc32)c1 | -6% | -8% | 2 | ?
CC(C)OCC(O)CSc1ccccn1 (stereo not drawn) | -5% | -13% | 12 | 30
CC#CC[N+](C)(C)CCCCCCCCCCCC | . | 3% | . | -21
CC(=O)Nc1n[nH]c(S(=O)(=O)Cc2ccc(Cl)cc2Cl)n1 | -9% | -4% | -5 | -26
O=S(=O)(Nc1ccc(-c2nc3ccccc3o2)cc1)c1ccccc1 | -7% | -12% | -2 | 44
S=C(NCc1ccccc1)NCc1cccc(CNC(=S)NCc2ccccc2)c1 | . | ? | . | 14
CCc1nc(C)c(-c2ccccc2)c(=O)[nH]1 | . | 1% | -6 | -24
CNS(=O)(=O)c1cccc(C(=O)OCC(=O)Nc2sc3c(c2C#N)CCCCC3)c1 | . | -4% | ? | 19
Cc1cc(Oc2ccc(C#N)cc2)nc(NCc2ccccc2)n1 | 19% | -6% | ? | 17
Cc1cccc(N2CCN(c3nnnn3-c3ccccc3)CC2C)c1 (stereo not drawn) | -7% | 8% | 9 | ?
CC(C)CC(C(=O)N1CCc2ccccc2C1)N1C(=O)c2ccccc2C1=O (stereo not drawn) | 2% | -1% | 8 | 23
O=C(COc1ccc(Cl)cc1)NCc1nnc(SCC(=O)N2CCCc3ccccc32)o1 | -1% | -7% | 1 | ?
O=C(Cn1cnc2sc(-c3ccccc3)cc2c1=O)NCCc1ccccc1 | -3% | -2% | -6 | ?
CC(C)C(=O)c1cc2c(cc1NC(=O)Nc1cccc3ccccc13)OCCO2 | -9% | 8% | 17 | 20

Gathered by group: the compounds so far containing a Cl atom (eleven)
SMILES | ALOX15B inhib | ALOX12 inhib | IMPase cell inh | PNC inhibitor
O=C(CSc1ncnc2c1cnn2-c1ccc(Cl)cc1)NCc1ccc2c(c1)OCO2 | . | -2% | . | 36
CC1C=CCC2C(=O)N(c3ccc(Cl)cc3O)C(=O)C12 (stereo not drawn) | . | -2% | . | ?
CN1C(=O)c2cccc3c(Cl)ccc(c23)C1=O | 7% | 1% | -4 | 10
COC(=O)c1cc2occc2n1Cc1nc(-c2cccc(Cl)c2)oc1C | . | -4% | . | 40
COC(=O)c1ccc(Cl)c(NC(=O)NC23CC4CC(CC(C4)C2)C3)c1 | 5% | -2% | 3 | 12
O=C(c1cc(C(=O)NCCc2ccccc2)c(=O)n(CCc2ccccc2)c1)c1cc(Cl)ccc1O | . | 3% | . | -30
O=S(=O)(c1ccc(Cl)s1)N1CCCc2cccc(O)c21 | -12% | -6% | 8 | -4
COc1ccc(OCC(=O)O/N=C(\N)Cc2ccc(Cl)cc2)cc1 | 5% | -7% | 9 | -23
Oc1ccc(Cl)cc1C=Nc1cnc2ccccc2c1 | -6%[11.4 µM] | -2%[11.4 µM] | . | .
CC(=O)Nc1n[nH]c(S(=O)(=O)Cc2ccc(Cl)cc2Cl)n1 | -9% | -4% | -5 | -26
O=C(COc1ccc(Cl)cc1)NCc1nnc(SCC(=O)N2CCCc3ccccc32)o1 | -1% | -7% | 1 | ?

An excerpt. The share of hits here may be higher or lower than overall.
